Screens deposited in PubChem by MTDP.
RNase H inhibition – RNase H inhibition, HIV 1 Gag Pol polyprotein, FRET biochemical assay, screening (AID 372); inhibition, % at 10 µM; hits with a dose series show IC50 in µM; 0.77% of 100,000 active; HIV-1 RT RNase H, FRET RNA/DNA substrate fluorescence; higher % means a stronger effect; in the data active = inhibition above about 50%
Starred values were filed as active, the others as inactive. These rows are one share of the data; count on the stated rates, not on these rows.

SMILES	RNase H inhibition
COc1ccc(OC)c(/C=N/NC(=O)c2ccc[n+](CC(=O)c3ccccc3)c2)c1	15%
COc1cc(OC)cc(C(=O)NCCCN2CCOCC2)c1	5%
COc1ccc(/C=C2\C(=O)NC(=O)N(c3cc(C)cc(C)c3)C2=O)cc1C	13%
C/C(=N/N=C(\C)c1ccc(O)cc1)c1ccc(O)cc1	5%
CCCC(=O)Nc1ccccc1C(=O)N1CCN(C(=O)c2ccccc2NC(=O)CCC)CC1	11%
COCCOC(=O)C1=C(C)NC(=S)NC1c1ccc(F)cc1 (stereo not given)	1%
COC(=O)c1ccc(-c2ccc(/C=C3/SC(NC(C)=O)=NC3=O)o2)cc1	3%
Cc1cc([N+](=O)[O-])ccc1N1C(=O)C2C3c4ccccc4C(c4ccccc43)C2C1=O (stereo not given)	17%
Cc1cc(C)c(/C(O)=C/c2nc3ccccc3[nH]c2=O)c(C)c1	21%
O=C1CCCC2=C1C(c1cccc([N+](=O)[O-])c1)N(C(=O)c1ccccc1)c1ccccc1N2 (stereo not given)	28%
C=C(C)[C@@H]1CC=C(CN2CCN(C/C=C/c3ccccc3)CC2)CC1	7%
c1ccc(-c2ccc(-c3nc(-c4cccnc4)no3)cc2)cc1	11%
O=C(NN1CCOCC1)NC12CC3CC(CC(C3)C1)C2	5%
CCN(CC)CCCOc1cc(C)ccc1C	2%
COc1ccc(/C=N/Nc2nc(-c3ccc(C)cc3)nc3ccccc23)cc1	3%
CCc1ccc(NC(=O)c2ccc(C(=O)Nc3ccc(CC)cc3)cc2)cc1	11%
NC1=NC(=O)CC(C(=O)Nc2ccc(Cl)c(Cl)c2)S1 (stereo not given)	0%
COc1ccc(C2NC(=S)NC(C)=C2C(=O)Nc2ccc(C)c(Cl)c2)cc1OC (stereo not given)	1%
C/C=C/C(=O)N1c2ccccc2-c2c(ssc2=S)C1(C)C	25%
COC(=O)C1=CN(CC2CCCO2)C=C(C(=O)OC)C1c1cccc(Oc2ccccc2)c1 (stereo not given)	22%

The closing 3 compounds of the section before lead into the next:
SMILES	RNase H inhibition
COc1ccc(C2NC(=S)NC(C)=C2C(=O)Nc2ccc(C)c(Cl)c2)cc1OC (stereo not given)	1%
C/C=C/C(=O)N1c2ccccc2-c2c(ssc2=S)C1(C)C	25%
COC(=O)C1=CN(CC2CCCO2)C=C(C(=O)OC)C1c1cccc(Oc2ccccc2)c1 (stereo not given)	22%
Cc1ccc(NC(=O)C(Cl)(Cl)C(=O)Nc2ccc(C)cc2)cc1	0%
COc1ccc(-c2nnc(NC(=O)c3ccc(Br)cc3)s2)cc1	0%
COc1cccc(NC(=O)C2CC2(c2cccc(OC)c2)c2cccc(OC)c2)c1 (stereo not given)	15%
COC(=O)C1=C(O)/C(=C\c2ccc(OC)c([N+](=O)[O-])c2)N=C1C	1%
Cc1cc(Br)c2c(c1)c(N=NC(N)=O)c(O)n2C	7%
NC(=O)c1cc(NC(=O)COc2ccc(F)cc2)c(Cl)cc1Cl	14%
CCN(CC)CCOc1ccccc1C	3%
CC(C)(C)c1ccc(/C=C2\SC(N3CCOCC3)=NC2=O)cc1	25%
Cc1cc(C)nc(SCC(=O)c2ccc([N+](=O)[O-])cc2)n1	0%
CN1C(=O)C(=Cc2ccc(-c3ccccc3)cc2)C(=O)N(C)C1=S	2%
N#C/C(=C\c1ccc2c(c1)OCO2)C(=O)NCc1ccco1	0%
COc1cc([N+](=O)[O-])ccc1NC(=O)C/C(C)=N/NC(=O)c1cc2ccccc2cc1O	14%
O=C(Nc1ccc(O)c(-c2nc3ccccc3o2)c1)c1ccc(F)cc1	6%
CCc1ccc2oc(-c3cc(NC(=O)c4cccc(F)c4)ccc3O)nc2c1	0%
O=P(O)(CP(=O)(O)c1ccccc1)c1ccccc1	0%
Cc1cc2c(o1)-c1c(oc3ccccc13)CCC2(C)c1ccccc1 (stereo not given)	7%
Cc1cc(C)n(-c2cc(N3CCOCC3)ncn2)n1	0%
COC(=O)c1ccccc1-c1ccc(C=O)o1	4%
CCOC(=O)/C(N=Nc1cccc(C)c1C)=C(/C)O	18%
Cc1ccc(C)c(N(CC(N)=O)S(=O)(=O)c2ccccc2)c1	3%

A draw from above in order of heavy-atom count, high to low:
SMILES	RNase H inhibition
O=C(Nc1ccc(O)c(-c2nc3ccccc3o2)c1)c1ccc(F)cc1	6%
CN1C(=O)C(=Cc2ccc(-c3ccccc3)cc2)C(=O)N(C)C1=S	2%
CCOC(=O)/C(N=Nc1cccc(C)c1C)=C(/C)O	18%
Cc1cc(Br)c2c(c1)c(N=NC(N)=O)c(O)n2C	7%

Shown bar-delimited: 6 of the compounds above.
SMILES | RNase H inhibition
CCc1ccc2oc(-c3cc(NC(=O)c4cccc(F)c4)ccc3O)nc2c1 | 0%
COc1ccc(/C=C2\C(=O)NC(=O)N(c3cc(C)cc(C)c3)C2=O)cc1C | 13%
CN1C(=O)C(=Cc2ccc(-c3ccccc3)cc2)C(=O)N(C)C1=S | 2%
C/C(=N/N=C(\C)c1ccc(O)cc1)c1ccc(O)cc1 | 5%
CCN(CC)CCCOc1cc(C)ccc1C | 2%
Cc1ccc(C)c(N(CC(N)=O)S(=O)(=O)c2ccccc2)c1 | 3%

Additional structures.
SMILES	RNase H inhibition
COc1ccc(NC(=O)/C=C/c2ccc([N+](=O)[O-])cc2)cc1	13%
Cc1[nH]n(-c2ccc([N+](=O)[O-])cc2)c(=O)c1C=NCc1cccs1	11%
COc1cc(C(=O)Nc2ncc(Cc3cccc4ccccc34)s2)cc(OC)c1OC	3%
COc1ccc(-n2c(=O)c3c4c(sc3n3c(SCC(N)=O)nnc23)CCCC4)cc1	6%
CCCN(CCC)c1ccc(/C=N/NC(=O)c2ccccc2)cc1	40%
CCOc1ccc(C(=O)N2CCN(c3ccccc3OC)CC2)cc1OCC	2%
O=C1N/C(=N\N=C\c2cccc([N+](=O)[O-])c2)SC1Cc1cccc(Cl)c1Cl (stereo not given)	14%
Cc1ccc(N(CC(O)CN(Cc2ccccc2)Cc2ccccc2)S(=O)(=O)c2ccccc2)cc1 (stereo not given)	21%
Cc1ccc2cc(C)c(N/N=C/c3cc(Br)ccc3O)nc2c1	16%
N#Cc1c(-c2ccc(Cl)cc2)cc(-c2ccccc2)nc1N	7%
CCOC(=O)C(=CNc1ccc(NC=C(C(=O)OCC)C(=O)OCC)cc1)C(=O)OCC	11%
CC(C)(C)c1cc(-c2ccccc2)no1	6%
Cc1cc(NC(=O)c2ccc(Cl)cc2)n(-c2ccccc2)n1	9%
COc1cccc(NC(=O)c2cc(Cl)ccc2Cl)c1	6%
COc1ccccc1C(=O)N1CCN(Cc2cc(OC)c(O)c(OC)c2)CC1	4%
CN1CCN(C2=NC(=O)/C(=C/c3ccc4c(c3)OCO4)S2)CC1	8%
CC(C)(C)C1CCC2(CC1)NNC(=S)NN2	8%
FC(F)(F)COc1ccc(OCC(F)(F)F)cc1	0%
COc1cccc(N=Cc2c(O)ccc3ccccc23)c1	13%
CCc1ccc(O)c(N=Cc2cccc(OC)c2O)c1	8%
COc1ccc(CNC(=O)CN(c2ccc(OC)cc2)S(C)(=O)=O)cc1	10%
Cc1ccc2oc(-c3cccc(NC(=O)Cc4ccc(Cl)cc4)c3)nc2c1	42%
CCOc1ccc2nc(SC3CC(=O)N(c4cc(Cl)ccc4Cl)C3=O)sc2c1 (stereo not given)	13%
O=C(COc1ccc(Br)cc1)Nc1ccc(F)cc1	35%
CC1CCc2cc(F)ccc2N1C(=O)Nc1ccccc1 (stereo not given)	6%
COc1ccccc1CNC(=O)c1ccc(CN(c2ccccc2)S(C)(=O)=O)cc1	8%
CCOc1cc(/C=C2\SC(=S)NC2=O)ccc1OCCOc1cc(C)cc(C)c1	36%
O=C(CSCC(=O)Nc1cccc(C(F)(F)F)c1)Nc1ccccc1	1%
O=C(/C=C/c1ccc2c(c1)OCO2)NC1CC2CCC1C2 (stereo not given)	4%
O=c1/c(=C\c2cccc(Oc3ccc(C(F)(F)F)cc3[N+](=O)[O-])c2)sc2nc3ccccc3n12	8%
CCOC(=O)C1=C(O)/C(=C/c2ccc(C)o2)SC1=Nc1ccccc1	9%
O=C(ON=C1c2ccccc2-c2ccccc21)c1cccc(F)c1	0%
COc1ccc(/C=C2\SC(=S)N(NC(=O)c3ccccc3[N+](=O)[O-])C2=O)cc1OC	8%
O=[N+]([O-])c1cccc(Cl)c1N1CCN(S(=O)(=O)c2ccc(Cl)cc2)CC1	24%
CCOC(=O)C1=C(C)N=c2s/c(=C\c3ccc(N(C)C)cc3)c(=O)n2C1c1c(OC)ccc2ccccc12 (stereo not given)	10%
CCn1c2ccccc2c2cc(/C=N/Nc3ccccc3[N+](=O)[O-])ccc21	13%
O=C(Nc1ccc(Br)c(Cl)c1)c1cccs1	8%
NC(=O)C(c1ccccc1)c1ccccn1 (stereo not given)	3%
COc1ccc(Nc2nc(NCc3ccco3)nc(N/N=C/c3cn(Cc4ccc(Cl)cc4Cl)c4ccccc34)n2)cc1	35%
COc1ccc(OC)c(CN2CCN(C(=O)c3ccc(OC)c(OC)c3)CC2)c1	5%
CCCCCCCCCCC(=O)Nc1ccccc1C#Cc1ccccc1	20%
Oc1c(C(Nc2ccccn2)c2c(Cl)cccc2Cl)ccc2cccnc12 (stereo not given)	13%
CCOc1ccc(N(CC(=O)Nc2ccc(C)c(C)c2)S(=O)(=O)c2ccc(SC)cc2)cc1	7%
COc1ccc(C2(CNC(=O)c3ccc(OCC(C)C)cc3)CCCC2)cc1OC	5%
COc1ccc(OC)c(/C=N\N2CCN(c3ccccc3)CC2)c1	1%
COc1ccccc1C1/C(=C(/O)c2ccccc2)C(=O)C(=O)N1c1cccc(Br)c1 (stereo not given)	10%
NC(=O)SCC(=O)Nc1ccccc1Cl	24%
Cc1ccc(N2CCSC2c2ccco2)cc1 (stereo not given)	17%
O=c1[nH]c(=S)[nH]c(O)c1C=Nc1cc(Cl)ccc1O	8%
O=C(O)c1cn(-c2ccccc2)nc1-c1ccc(F)cc1	3%
N#CC1=C(N)Oc2c(ccc3ccccc23)C1c1ccc([N+](=O)[O-])cc1 (stereo not given)	18%
COc1ccc(N(C(C)C(=O)N=Nc2c(O)[nH]c3ccccc23)S(C)(=O)=O)cc1 (stereo not given)	11%
O=[N+]([O-])c1ccc2nc(SCc3c[nH]c4ccccc34)sc2c1	20%
c1ccc(CSc2n[nH]c(-c3ccncc3)n2)cc1	9%
CCNC(=S)N(Cc1ccccc1)Cc1ccccc1	27%
CCN(CC)CCCCCCOc1ccccc1OC	8%
COc1ccc(-c2nc3cc(NC(=O)COc4ccccc4[N+](=O)[O-])ccc3o2)cc1Cl	4%
O=C1CC(Cc2ccc(Cl)cc2)C(=O)N1c1ccc(F)cc1 (stereo not given)	1%
CCCc1nc2c(C)ccc(C)c2c(N)c1CC	2%
CC1=C(C(=O)Nc2ccccc2)C(c2ccc([N+](=O)[O-])cc2)NC(=S)N1 (stereo not given)	10%

Continued.
SMILES	RNase H inhibition
O=C(/C=C/c1ccc(F)cc1)Nc1ccccc1Br	5%
CCN1C(=O)C(=Cc2ccc(O)cc2)C(=O)NC1=S	4%
COc1ccc(C(=O)NC(=S)Nc2ccc(-c3nc4cc(C)cc(C)c4o3)cc2)cc1Cl	0%
CCN(CC)c1nc2c(s1)C(=O)CC(C)(C)C2	0%
CC1=C(C#N)C(=O)NC(=O)/C1=C\c1ccc(-c2ccc(Cl)c(Cl)c2)o1	50%*
N#Cc1ccc(C=Nc2ccc(Cl)c([N+](=O)[O-])c2)cc1	8%
COc1cc(C2/C(=C(\O)c3ccccc3)C(=O)C(=O)N2c2ccccn2)ccc1O (stereo not given)	10%
CC(C)(C)C1CCC(OCC(O)CN2CCN(c3ccccc3F)CC2)CC1 (stereo not given)	9%
CCOc1ccccc1/C=C1/C(=O)NN(c2ccc(I)cc2)C1=O	21%
Cc1cc2c(cc1C)CN(c1cccc(C(=O)N/N=C/c3ccco3)c1)C2	21%
COc1ccc(Br)cc1CN1CCN(Cc2cccn2C)CC1	6%
COc1ccc(-n2c(=S)[nH]c3sc4c(c3c2=O)CCC4)cc1	5%
Cc1ccc2nc(N3CCOCC3)c(C=O)c(=O)n2c1	9%
CCOc1cc(/C=N/n2cnnc2)cc(Br)c1OCCOc1ccc(C(C)CC)cc1 (stereo not given)	16%
COc1cccc(C=NNC(=O)COc2ccc(C(C)(C)C)cc2)c1OC	21%
O=C(CC1SC(=O)NC1=O)Nc1ccccc1O (stereo not given)	23%
CC1=Nc2ccccc2/C1=C\c1c(O)n(-c2ccccc2)c(=O)[nH]c1=O	3%
CCCCCCCNC1CC(=O)N(c2ccc(Br)cc2)C1=O (stereo not given)	13%
CCOc1cc(C(=O)NC(=S)Nc2cccc(Cl)c2C)cc(OCC)c1OCC	14%
C=CCOc1ccccc1/C=C1/SC(N2CCN(c3ccc(C)c(Cl)c3)CC2)=NC1=O	23%
CCOc1ccc(/C=C(/NC(=O)c2cccc(Br)c2)C(=O)N2CCCC2)cc1	12%
CCOc1ccc(/C=C(\C#N)C(=O)NCc2ccco2)cc1OC	1%
CCn1c2ccccc2c2cc(C=Nc3cccc(Cl)c3C)ccc21	37%
O=S(=O)(c1cccc2ccccc12)n1cnc2ccccc21	27%
CCOc1cc(C2C(C(=O)OCCc3ccccc3)=C(C)NC3=C2C(=O)CC(c2ccc(OC)cc2)C3)cc(Cl)c1O (stereo not given)	31%
O=C(Nc1ccc(Br)cc1)c1cc2ccccc2o1	5%
CCCOc1ccc(C2C(C(=O)OCCSCC)=C(C)NC3=C2C(=O)CC(C)(C)C3)cc1OC (stereo not given)	0%
COc1cccc(NC(=O)C2C3/C=C\CCCCC32)c1 (stereo not given)	5%
COc1ccc(-c2cc(C(=O)Nc3cccc(C(C)=O)c3)c3ccccc3n2)cc1OC	9%
CC(C)OC(=O)c1c(-c2ccc(Cl)cc2Cl)csc1NC(=O)/C=C/C(=O)O	12%
Cc1cc(C)n2c(SCCO)nnc2n1	4%
Cc1ccc(C(O)(C(=O)N=c2ccccn2O)c2ccc(C)cc2)cc1	0%
